Assay outcomes as filed in PubChem BioAssay.
GST TR-FRET counter – GST-antibody interaction or FRET quenching – biochemical, TR-FRET, artefact control for Vif-APOBEC3G degradation inhibitor project, dose response (AID 1117362); IC50 in µM for hits, for the others inhibition, % at the top dose, mostly 100 µM; TR-FRET counter screen, biotin-GST/anti-GST signal; actives 2.8% (n = 3,600);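 active = inhibition above 30% at one or more concentrations, seen consistently on every test date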;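 also: biotinylated GST protein used in place of GST-Vif 1-94 and biotin-A3G peptide; detects fluorescence quenchers or blockers of GST binding to anti-GST antibody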
An asterisk follows results filed as active. The list is partial; count on the stated rates, not on these rows.

Sample of the layout:
SMILES	GST TR-FRET counter
CC1CCN(S(=O)(=O)c2cc(Br)cc(C(=O)NC3=NCCS3)c2)CC1	0.0%
Cc1ccc(C)c(-n2c(SCC(N)=O)nnc2-c2ccccn2)c1	1.2%
O=C1/C(=C\c2ccco2)SC(=S)N1c1ccccc1	-3.0%
CC1=Nc2cccc3cccc(c23)N1	>100µM*
Cc1nc2ncccn2c1-c1csc(NCc2ccco2)n1	28.8%
COC(=O)COc1ccc2c(c1C)O/C(=C\c1ccco1)C2=O	0.8%
O=S(=O)(c1ccc(S(=O)(=O)N2CCCC2)cc1)N1CCCCCC1	1.6%

The list itself, from the start:
SMILES	GST TR-FRET counter
CC1CCN(S(=O)(=O)c2cc(Br)cc(C(=O)NC3=NCCS3)c2)CC1	0.0%
Cc1ccc(C)c(-n2c(SCC(N)=O)nnc2-c2ccccn2)c1	1.2%
O=C1/C(=C\c2ccco2)SC(=S)N1c1ccccc1	-3.0%
CC1=Nc2cccc3cccc(c23)N1	>100µM*
Cc1nc2ncccn2c1-c1csc(NCc2ccco2)n1	28.8%
COC(=O)COc1ccc2c(c1C)O/C(=C\c1ccco1)C2=O	0.8%
O=S(=O)(c1ccc(S(=O)(=O)N2CCCC2)cc1)N1CCCCCC1	1.6%
Cc1cc(C)nc(N/N=C/C2=C(N3CCOCC3)C(=C\c3ccc(Cl)cc3)/CC2)n1	-0.3%
C=CCc1cc(/C=N\NC(=O)CSc2nnc(CCCc3ccc(OC)c(C)c3)o2)cc(OC)c1O	-5.4%
O=C(Nc1ccccc1F)c1ccc(S(=O)(=O)NCC2CCCO2)cc1 (centres undefined)	-2.8%
COc1ccc(CNC(=O)C2CCCN(S(=O)(=O)c3c(C)nn(C)c3C)C2)cc1 (centres undefined)	4.3%
CCOC(=O)C1CCCN(C(=O)c2ccc(CNc3c(N4CCC(C)CC4)c(=O)c3=O)cc2)C1 (centres undefined)	-4.8%
CC(=O)Nc1ccc(C(=O)Nc2cccc(-c3cnc4ccccc4n3)c2)cc1	-2.4%
O=C(O)c1ccc(COc2c(F)c(F)c(F)c(F)c2F)o1	1.7%
CCOC(=O)C1=C(C)NC2=C(C(=O)CC(C)(C)C2)C1c1ccsc1 (centres undefined)	-1.4%

Arranged by length of the SMILES (rising): part of the list above.
SMILES	GST TR-FRET counter
CC1CCN(S(=O)(=O)c2cc(Br)cc(C(=O)NC3=NCCS3)c2)CC1	0.0%
C=CCc1cc(/C=N\NC(=O)CSc2nnc(CCCc3ccc(OC)c(C)c3)o2)cc(OC)c1O	-5.4%
CCOC(=O)C1CCCN(C(=O)c2ccc(CNc3c(N4CCC(C)CC4)c(=O)c3=O)cc2)C1 (centres undefined)	-4.8%

(list continues)
SMILES	GST TR-FRET counter
CCCCn1c(CCNC(=O)CC)nc2ccccc21	2.0%
Cc1noc(/C=C/c2ccco2)c1S(=O)(=O)N1CCC(C(=O)NCc2ccco2)CC1	0.6%
CCOC(=O)C1=C(CN2CCN(c3ccc(F)cc3)CC2)NC(=O)NC1c1cccs1 (centres undefined)	6.0%
COc1ccc(/C=N/N=C2/NC(=O)C(c3ccccc3)S2)c(OC)c1 (centres undefined)	-4.8%
CC1CCCC(NC(=O)Cn2cc3c(n2)CCCCC3)C1C (centres undefined)	-3.8%
